KB-3-1 cytotox = KB-3-1 parental cell cytotoxicity. KB-3-1 viability, CellTiter-Glo ATP luminescence, 72 h. Potency, µM (series often up to 46.1 µM), without a hit: at the highest dose activity change, negative = cytotoxic, actives largely listed as cytotoxic. 400,000 compounds, 1.4% hits. AID 1347075; further: potency means the concentration at half of the fitted maximal effect; on the % scale 0 is the no-effect control and ±100 the full control effect; nearly all actives have a fitted effect of over 60% in size
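Parental KB-3-1 viability, qHTS format: 72 h compound exposure, 37 °C; CellTiter-Glo; media-only wells and DMSO plates as controls; concentration-effect fits on corrected data.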
ATXN2 expr inh = ATXN2 expression inhibition. HEK-293 ATXN2-luciferase reporter, luminescence, 24 h. Potency, µM (top dose mostly 57 µM), without a hit: top-dose activity change, negative = inhibition, most hits filed as inhibitors. 360,000 compounds, 0.72% hits; further: potency means the concentration at half of the fitted maximal effect; on the % scale 0 is the no-effect control and ±100 the full control effect; nearly all actives have a fitted effect of over 55% in size
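ATXN2-luciferase reporter cells (luciferase flanked by upstream and downstream ATXN2 gene portions) were treated 24 h at 37 °C with compounds at up to 57 uM. SteadyGlo luminescence gave expression; GF-AFC fluorescence gave viability.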
MCF10A rereplic = inducers of DNA re-replication in MCF 10A breast cells; Potency, µM (series often up to 46.1 µM), for inactives: at the top dose activity, positive = re-replication, hits mostly activators; 350,000 compounds, 2.9% hits; MCF 10A DNA re-replication, Hoechst nuclear intensity, 48 h; further: potency means the concentration at half of the fitted maximal effect; % of control where 0% means no effect; nearly all actives have a fitted effect of over 50% in size
HT1080 IDH1KD tx = toxicity to HT-1080 IDH1 knockdown cells (counter line). 360,000 compounds, 2% hits. Potency, µM (doses to about 46.1 µM), for the others: at the top dose activity, negative = toxicity, actives largely listed as cytotoxic. HT-1080 IDH1 knockdown viability, ATP luminescence, 48 h;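 further: potency means the concentration at half of the fitted maximal effect; 0% = DMSO wells and -100% = cell-free medium wells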
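HT-1080-IDH1KD cells (IDH1 knocked down), 750/well in RPMI with 5% FBS, treated with compound 48 h at 37 degrees C. Viability by CellTiter-Glo luminescence, normalised to DMSO and no-cell wells; concentration-response curves classed.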
SW480 rereplic = induces DNA re-replication in SW480 colon adenocarcinoma cells; SW480 DNA re-replication, Hoechst DNA content imaging, 48 h; Potency, µM (top dose mostly 46.1 µM), inactives show at the top dose re-replication activation, most hits filed as activators; 340,000 compounds, 1.8% hits; AID 624297; further: potency means the concentration at half of the fitted maximal effect; % of control where 0% means no effect; nearly all actives have a fitted effect of over 55% in size
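DNA re-replication was detected as more nuclei of elevated Hoechst intensity after 48 hr exposure to compound (23 nL pinned per well of 250 cells).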
WRN inhibitor = blocks human WRN helicase; 360,000 compounds, 0.46% hits; Potency, µM (top dose mostly 114 µM), for inactives: top-dose activity change, negative = inhibition, hits mostly inhibitors; AID 651768; Q14191; WRN helicase unwinding, fluorescent forked duplex, kinetic; further: potency means the concentration at half of the fitted maximal effect; on the % scale 0 is the no-effect control and ±100 the full control effect; nearly all actives have a fitted effect of over 55% in size
Target sequence (Q14191 whole entry, looked up): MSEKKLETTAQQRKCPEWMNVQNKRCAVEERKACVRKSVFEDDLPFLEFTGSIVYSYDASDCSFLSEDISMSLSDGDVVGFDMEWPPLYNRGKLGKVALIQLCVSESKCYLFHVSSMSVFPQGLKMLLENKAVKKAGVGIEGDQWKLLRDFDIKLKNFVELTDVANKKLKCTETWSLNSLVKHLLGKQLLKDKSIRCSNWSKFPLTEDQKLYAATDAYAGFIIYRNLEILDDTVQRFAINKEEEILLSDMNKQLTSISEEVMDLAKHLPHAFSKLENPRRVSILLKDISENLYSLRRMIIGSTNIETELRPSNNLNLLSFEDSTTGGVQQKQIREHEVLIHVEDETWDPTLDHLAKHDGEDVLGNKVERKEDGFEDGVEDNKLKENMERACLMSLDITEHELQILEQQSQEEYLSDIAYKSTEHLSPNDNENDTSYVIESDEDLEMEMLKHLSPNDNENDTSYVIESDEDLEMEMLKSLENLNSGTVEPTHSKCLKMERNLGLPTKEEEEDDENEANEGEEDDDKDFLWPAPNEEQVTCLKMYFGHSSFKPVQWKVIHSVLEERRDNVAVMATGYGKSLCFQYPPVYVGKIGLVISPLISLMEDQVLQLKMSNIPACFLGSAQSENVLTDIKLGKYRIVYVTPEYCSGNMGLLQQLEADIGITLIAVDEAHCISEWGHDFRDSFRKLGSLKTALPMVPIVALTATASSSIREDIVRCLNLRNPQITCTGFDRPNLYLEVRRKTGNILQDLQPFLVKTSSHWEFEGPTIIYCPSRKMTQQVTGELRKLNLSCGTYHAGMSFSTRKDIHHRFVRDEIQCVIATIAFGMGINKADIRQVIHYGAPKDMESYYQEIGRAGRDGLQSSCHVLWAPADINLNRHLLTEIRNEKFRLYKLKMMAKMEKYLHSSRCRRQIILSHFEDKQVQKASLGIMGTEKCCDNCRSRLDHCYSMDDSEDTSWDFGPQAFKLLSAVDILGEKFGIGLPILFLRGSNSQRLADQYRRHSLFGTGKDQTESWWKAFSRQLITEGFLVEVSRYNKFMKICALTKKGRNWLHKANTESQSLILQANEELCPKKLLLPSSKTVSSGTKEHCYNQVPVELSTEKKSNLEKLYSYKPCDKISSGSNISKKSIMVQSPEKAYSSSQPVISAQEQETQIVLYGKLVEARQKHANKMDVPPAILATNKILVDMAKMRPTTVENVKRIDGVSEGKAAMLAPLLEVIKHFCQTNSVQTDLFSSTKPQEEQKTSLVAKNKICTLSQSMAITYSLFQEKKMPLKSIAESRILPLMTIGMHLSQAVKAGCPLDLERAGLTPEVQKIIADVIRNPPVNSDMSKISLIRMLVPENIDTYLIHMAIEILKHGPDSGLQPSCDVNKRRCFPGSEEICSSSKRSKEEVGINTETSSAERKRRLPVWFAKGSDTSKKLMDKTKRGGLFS
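Kinetic fluorescence helicase assay: unwinding of a quenched forked DNA duplex (100 nM final) with 2 mM ATP final raises red fluorescence (525/598 nm). Compounds sat 15 min at room temperature with 20 nM WRN beforehand.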
IL1B secr inh = inflammasome signaling inhibition, IL-1 beta readout. THP-1 LPS/ATP IL-1B secretion, AlphaLISA, 16 h; active compounds read low. activity change, % at 57.5 µM. 360,000 compounds, 4.7% hits. AID 743279; in the data active means activity change below about -50%; inconclusive means mostly about -30% to -49%; further: on the % scale 0 is the no-effect control and ±100 the full control effect
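Secreted IL-1B measured by AlphaLISA bead assay after 16 h compound exposure of THP-1 cells; compounds (final up to 57.5 uM) added 1 h before LPS (250 ng/mL) and ATP (1.25 mM) stimulation; lower signal means less secretion.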
KB-V1 cytotox = KB-V1 MDR subline cytotoxicity | KB-V1 MDR cells viability, CellTiter-Glo, 72 h | Potency, µM (top dose mostly 46.1 µM), inactives show top-dose activity change, negative = cytotoxicity, hits mostly cytotoxic | 400,000 compounds, 3.4% hits | AID 1347076; further: potency means the concentration at half of the fitted maximal effect; on the % scale 0 is the no-effect control and ±100 the full control effect; nearly all actives have a fitted effect of over 60% in size
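Luminescent ATP read-out (CellTiter-Glo, 10 min) measures survival of drug-selected KB-V1 MDR cells after 72 h, 37 degrees C compound exposure. Medium: phenol-red-free DMEM, 10% FBS. Values from fitted concentration-response curves.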
HT1080NT lethal = kills 2HG-producing HT-1080-NT fibrosarcoma cells; HT-1080-NT fibrosarcoma viability, CellTiter-Glo ATP luminescence, 48 h; Potency, µM (top dose mostly 46.1 µM), without a hit: top-dose activity, negative = less viability, actives largely listed as cytotoxic; 360,000 compounds, 1.6% hits; AID 686970;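 further: NT is the 2HG producing partner of a matched IDH1 knockdown line; potency means the concentration at half of the fitted maximal effect; 0% = DMSO-treated cells and -100% = media-only wells without cells; nearly all actives have a fitted effect of over 55% in size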
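Viability by CellTiter-Glo luminescence after 48 h compound exposure at 37C of HT-1080-NT cells (750/well, RPMI, 5% FBS). % activity scaled between DMSO wells and medium-only wells, then curve-fitted and categorized by curve class.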
Starred values were filed as active, the others as inactive; ? = inconclusive; . = not tested or not shown; & = joins results of further samples; [ ] = remark or other dose. Unless noted, the call rests on the fitted dose curve; in most records, active means well fitted curve in the direction sought with a large enough effect; inconclusive means small, poorly fitted or top-dose-only effect, or another doubt; inactive means no such curve, though single readings can be large; an effect the other way counts as inactive or inconclusive. Random draw from the library; 12% or so of the library scored in one or more.

SMILES	SW480 rereplic	KB-V1 cytotox	WRN inhibitor	MCF10A rereplic	ATXN2 expr inh	IL1B secr inh	KB-3-1 cytotox	HT1080 IDH1KD tx	HT1080NT lethal
CC(=O)Nc1ccc(Nc2cc(C)nc3c(-c4ccccc4)cnn23)cc1	10%	16µM*	-19%	?	40%[activator]	-21	?	13µM*	15µM*
COc1ccc(-n2ncc(C(C)NS(=O)(=O)c3cc(F)ccc3C)c2C)cc1 (centres undefined)	-3%	-27%	-35%	-2%	-3%	-5	?	-3%	0%
O=c1cc(-c2ccccc2)[nH]n1-c1ccc([N+](=O)[O-])cc1	23%	?	-24%	15µM*	?	-64*	?	13µM*	?
O=C(Cc1ccccc1F)NCC(c1ccco1)N1CCCCC1 (centres undefined)	-5%	-3%	-4%	20%	-4%	8	0%	-3%	0%
COCCNc1nc(SCc2ccccc2)nc2sc3c(c12)CCC3	15%	0%	0%	9%	4%	19	6%	-14%	-10%
C[C@@H]1CN([C@@H](C)CO)C(=O)c2cc(NS(C)(=O)=O)ccc2O[C@@H]1CN(C)S(=O)(=O)c1ccccc1	1%	0%	-4%	10%	-4%	-21	0%	-4%	1%
Cc1ccc(/C=C2\SC(=S)N(c3c(C)n(C)n(-c4ccccc4)c3=O)C2=O)cc1	1%	-2%	3%[57.1 µM]	4%	0%	-80*	-2%	-3%[9.24 µM]	?
COc1ccc(C(=O)NNC(=O)C(=O)NC2CCCCC2)cc1	-1%	0%	-20%	1%	4%	-5	-10%	-4%	-25%
CCN(CC)S(=O)(=O)c1ccc(C(=O)NC(C)(C)C)cc1	15%	-18%	-5%	12%	-6%	-18	-1%	1%	-5%
NC(=O)CN1C(=O)NC2(CCOc3ccccc32)C1=O (centres undefined)	27%	6%	-28%	-24%	4%	16	22%	-1%	9%
Cc1ccc(NC(=O)CSc2nnc(Cn3cnc4ccccc43)o2)c(C)c1	-11%	-13%	-5%	11%	4%	-10	-3%	0%	-3%
Cc1ccc(C)c(NC(=O)CN(C)S(=O)(=O)c2cccc3cccnc23)c1	-15%	?	-3%	10%	.	-1	8%	-5%	25%
CCC1CCCCN1CCCNC(=O)c1c(O)nc2ccccn2c1=O (centres undefined)	-1%	-2%&-1%	3%	0%	9%&1%	-3	5%&0%	4%	4%
COC(=O)c1ccc(CNc2ccc(C(C)=O)cc2)cc1	.	26%	4%	.	-1%	0	0%	-7%	0%
COc1ccc(-c2nc3ccccn3c2NC2CCCCC2)cc1SC1CCCCC1	?	0%	-9%	12µM*	?	-75*	?	?	?
O=C(NC1CCC1)C1CCC(=O)N(Cc2ccccc2F)C1 (centres undefined)	-3%	?	3%	0%	.	6	2%	4%	-1%
Cc1ccc(C(=O)NCCN(C)C)c(C)c1	-4%[9.22 µM]	3%	4%	0%	3%	12	4%	9%	6%
CN(C)C(CNC(=O)c1ccccc1OCc1ccc(Cl)cc1)c1ccco1 (centres undefined)	-266%[inhibitor]	-16%	-12%	8%	-28%	-2	-10%	-3%	-21%
CSc1nncc(/C(C)=N/O)n1	-3%	-3%	2%	5%	5%	-30	11%	7%	14%
Cc1cccc(NC(=O)c2cc(S(=O)(=O)c3ccccc3)ccc2Cl)c1	-2%	-3%	-6%	-5%	-10%	0	-12%	-13%	-15%
COc1ccc(CNC(=O)CN2CCC(C(=O)c3ccc(OC)cc3)CC2)cc1	0%	?	-4%	0%	-32%	?	?	?	-6%[9.24 µM]
CCOC(=O)C1=NN(c2ccc(Cl)cc2)C(=O)C1	8%	4%	-4%	0%	26%	-8	-4%	-1%	-6%
Cc1cc(-c2nnc(SCc3cccnc3)o2)no1	4%	9%	-1%[57.1 µM]	-8%	33%[activator]	0	17%	2%[9.24 µM]	-4%
COc1cccc(C2CC(=O)Nc3n[nH]c(-c4ccccc4)c32)c1OC (centres undefined)	-16%	0%	-8%	11%	1%	29	1%	8%	17%
COc1ccc(/C=C2/SC(=S)N(CCCC(=O)Nc3ccccc3C(=O)O)C2=O)cc1	-5%	-17%	-17%	13%	?	20	-13%	-1%	-3%
O=C(CN1C(=O)C2CC=CCC2C1=O)Nc1ccc(S(=O)(=O)Nc2ncccn2)cc1 (centres undefined)	-8%	-10%	-8%	9%	.	-16	0%	-2%	0%
COC(=O)c1ccc(COc2ccc(Cl)cc2)o1	-14%	19%	-6%	-1%	.	4	7%	7%	9%
CCOC(=O)N1CC=C2C(C#N)=C(N)C(C#N)(C#N)[C@H](c3cccs3)[C@H]2C1	-6%	2%	-14%	0%	-8%	11	1%	-21%	-10%
Cc1ccc(C)c(-c2nc3cc(N)ccc3o2)c1	17%[9.22 µM]	9%	-14%	?	-7%	-15	-18%	-3%	-5%
COc1ccc(CN2C(=NC(=O)c3ccccc3)SC3CS(=O)(=O)CC32)cc1 (centres undefined)	16%	-3%	-5%	?	-22%	-2	11%	1%	-3%

SMILES	SW480 rereplic	KB-V1 cytotox	WRN inhibitor	MCF10A rereplic	ATXN2 expr inh	IL1B secr inh	KB-3-1 cytotox	HT1080 IDH1KD tx	HT1080NT lethal
O=C(C[n+]1cccc(CNC(=O)c2ccc(OC(F)F)cc2)c1)Nc1cc(C(F)(F)F)ccc1Cl	-10%	27%	-1%	1%	1%	?	?	-2%	2%
CCOC(=O)c1cc(-c2csc(COc3ccc(Cl)cc3)n2)on1	-7%	8%	-10%	1%	9%	17	15%	-13%	?
Cc1ccc(NC(=O)Cn2nnc(C(=O)Nc3ccc(F)c(Cl)c3)c2N)cc1	-9%	-2%	4%	4%	-22%	30	18%	-21%	-26%
Cc1ccc(-c2csc(NC(=O)c3c(C)noc3C)n2)cc1	1.6µM*	?	-6%	?	-3%	-18	-10%	0%	-4%[9.24 µM]
O=c1ccn2c(n1)SC(c1ccccc1)C2 (centres undefined)	.	8%	-3%	.	.	1	?	2%	1%
OC[C@H](S)CS	17%	-4%	.	9.4µM*	.	.	?	.	.
O=C(COC(=O)c1cccc(N2C(=O)C3CC=CCC3C2=O)c1)c1ccccc1 (centres undefined)	?	22%	6%	0%	-4%	15	10%	10%	11%
COc1ccc(/C=C/c2nnc(NC(=O)COc3ccc(C)cc3)s2)cc1	?	-11%	0%	?	-7%	-3	6%	18%	10%
COc1ccc(N2CCN(C(=O)COC(=O)CNC(=O)c3ccccc3)CC2)cc1	-1%	.	-20%	3%	-7%	3	.	-3%	0%
CCOC(=O)N1CCN(C(=O)c2cccc(N3C(=O)NC4CC3(C)Oc3ccccc34)c2)CC1 (centres undefined)	3%	0%	9%	4%	7%	-5	17%	-14%	3%
CC(Nc1cc(N2CCN(S(=O)(=O)N(C)C)CC2)ccc1[N+](=O)[O-])c1ccccc1 (centres undefined)	-3%	1%	-3%	-3%	3%	16	2%	2%	-3%
CCOc1cc(C)c(C(C)C)cc1S(=O)(=O)N1CC(C)OC(C)C1 (centres undefined)	12%	?	-31%[57.1 µM]	2%	-8%	15	-26%	-10%	-1%
CCC[C@@H](CN1CCC[C@H]1CN1C(N)=NC[C@H]1CC(C)C)N1C[C@@H]([C@H](C)CC)N(CCc2ccc(Cl)c(Cl)c2)C1=N	-1%	-8%	-8%	-21%	-10%	.	0%	-17%	-17%
O=C(O)/C(=C\c1ccccc1Cl)c1ccc(S(=O)(=O)N2CCCCC2)s1	-2%	?	-14%[57.1 µM]	9%	.	-5	0%	-12%	-10%
Cc1ccccc1NC1=CC(=O)CC(C)(C)C1	-3%	?	-5%	-6%	1%	-3	2%	2%	2%
Cc1ccc(C(c2nnnn2C2CCCC2)N2c3ccccc3CC2C)cc1 (centres undefined)	?	?	-10%	6%	-8%	1	?	-10%	-6%
CC(=O)Nc1cc(-c2cccc(C(=O)NCCO)c2)cn2c(-c3ccc(F)cc3)cnc12	.	1%	-26%	.	3%	-21	0%	-26%	?
CCCc1ccc2ccc3ccccc3c2n1	.	29%	6%	.	-9%	36	0%	9%	15%
CCOc1ccc(NC(=O)c2nn(C)c(C(=O)Nc3ccc(OCC)cc3)c2[N+](=O)[O-])cc1	-2%	-16%	14%	?	0%	3	37%	0%	12%
Cc1noc(C)c1C(=O)NCCc1ccc(S(N)(=O)=O)cc1	-16%	26%	-3%	3%	16%	22	2%	11%	18%
O=[N+]([O-])c1cccc(-c2csc(CS(=O)(=O)Cc3ccco3)n2)c1	-15%	0%	-2%	3%	-12%	-28	3%	-1%	0%
COCc1cc(C)nc(NC2CCCCC2)c1C#N	0%[9.22 µM]	3%	4%	-15%	-3%	-14	17%	-12%	-8%
C=CC[C@H](CC(=O)N(CCO)Cc1ccccc1)C(=O)NCCOC(=O)[C@@H](CC=C)Cc1ccc(F)cc1	-5%	-21%	-5%	8%	-25%	-10	-8%	-1%	-6%

Bioassay records (PubChem BioAssay)
